# Assay outcomes: PubChem, several laboratories
# FXIIa inh 1536 = human FXIIa protease inhibitors, primary screen, biochemical, 1536-well | Coagulation factor XII (Homo sapiens), P00748 | purified FXIIa, Boc-QGR-AMC fluorogenic substrate, 2 h | 220,000 compounds, 0.3% hits | inhibition, % at 5 µM; in the data active means inhibition above about 40%;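 further: 0% = enzyme with no compound and 100% = blank without enzyme; many of its hits are not listed in these tables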
# Target sequence (P00748 20-372 limits assumed): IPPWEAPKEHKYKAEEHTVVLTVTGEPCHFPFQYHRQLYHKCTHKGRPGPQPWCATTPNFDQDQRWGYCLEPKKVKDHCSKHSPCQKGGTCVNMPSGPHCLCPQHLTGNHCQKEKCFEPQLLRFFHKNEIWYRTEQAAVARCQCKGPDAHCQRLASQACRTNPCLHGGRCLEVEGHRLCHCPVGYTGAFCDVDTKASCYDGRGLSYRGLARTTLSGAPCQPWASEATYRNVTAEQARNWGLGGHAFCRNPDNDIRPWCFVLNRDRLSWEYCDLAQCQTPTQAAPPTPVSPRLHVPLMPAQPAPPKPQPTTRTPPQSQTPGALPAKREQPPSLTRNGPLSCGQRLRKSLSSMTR
# Target sequence (P00748 373-615 limits assumed): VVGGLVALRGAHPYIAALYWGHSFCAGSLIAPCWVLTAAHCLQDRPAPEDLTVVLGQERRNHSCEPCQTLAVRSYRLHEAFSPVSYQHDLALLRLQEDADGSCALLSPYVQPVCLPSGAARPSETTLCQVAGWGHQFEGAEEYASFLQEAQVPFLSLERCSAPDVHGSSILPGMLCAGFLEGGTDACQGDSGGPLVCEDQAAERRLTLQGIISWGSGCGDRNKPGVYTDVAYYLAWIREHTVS
# FXIa inh 1536 = human FXIa protease inhibitors, primary screen, biochemical, 1536-well. Coagulation factor XI (Homo sapiens), P03951. purified FXIa, Boc-Glu-Ala-Arg-AMC fluorogenic substrate. inhibition, % at 5 µM. 220,000 compounds, 0.14% hits;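 active means inhibition of at least 40%; inactive means inhibition below 40%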;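 further: fluorescence of freed AMC excited at 355 nm; 0% = enzyme without compound and 100% = no enzyme blank; many of its hits are not listed in these tables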
# CHOP inh = inhibitors of CHOP promoter induction, primary screen, cell-based, unfolded protein response, luciferase reporter. 220,000 compounds, 3.8% hits. CHO-K1 CHOP-promoter luciferase, tunicamycin-induced, 15-18 h. inhibition, % at 10 µM;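 active means compounds that reduced the stress-induced luciferase reporter signal by more than about 70% of percent inhibition, limit read from the data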;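 further: 0% = tunicamycin plus vehicle and 100% = wells without tunicamycin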
# Wee1 degr inh = Wee1 degradation inhibitors, primary screen, cell-based, HeLa, Wee1K328M-luciferase, luminescence; Wee1-like protein kinase (Homo sapiens), P30291; HeLa Luc-Wee1K328M stability; 100% = proteasome inhibitor MG132 effect; reporter increase, % at 5 µM; 220,000 compounds, 1.2% hits;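 active means activation above the mean of all tested compounds plus 3 SD, set per screening run, cut at about 8.8% in these data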;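 further: cells exposed to compound for 20 h before luminescence read; 0% = DMSO alone and 100% = MG132 at 30 µM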
# TNF death inh = inhibitors of TNF-alpha triggered necroptosis, primary screen, cell-based, Jurkat FADD-/-, single concentration; Jurkat FADD-/- TNF necroptosis rescue, ATP luminescence, 24 h; 0 = TNF only, 100 = no-TNF cells; activation (protection from cell death), % at 10 µM; 220,000 compounds, 0.068% hits; AID 463075, 2010;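 active means activation, meaning protection from cell death, of at least 50% relative to plate controls; inactive means activation below 50%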;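 further: necroptosis triggered by 40 ng/mL TNF-alpha added together with compound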
# EP2 antag = human EP2 receptor antagonists, primary screen, TR-FRET cAMP, C6 glioma cells. Prostaglandin E2 receptor EP2 subtype (Homo sapiens), P43116. C6 glioma cells expressing human EP2; cells stimulated with saturating PGE2. inhibition, % at 25 µM. 260,000 compounds, 0.52% hits;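 active means percent inhibition above 40 after rounding to a whole number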;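 further: rat C6 glioma host cells with rolipram phosphodiesterase inhibitor present; the protocol text gives 20 µM as final concentration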
# Target sequence (P43116 whole entry, looked up): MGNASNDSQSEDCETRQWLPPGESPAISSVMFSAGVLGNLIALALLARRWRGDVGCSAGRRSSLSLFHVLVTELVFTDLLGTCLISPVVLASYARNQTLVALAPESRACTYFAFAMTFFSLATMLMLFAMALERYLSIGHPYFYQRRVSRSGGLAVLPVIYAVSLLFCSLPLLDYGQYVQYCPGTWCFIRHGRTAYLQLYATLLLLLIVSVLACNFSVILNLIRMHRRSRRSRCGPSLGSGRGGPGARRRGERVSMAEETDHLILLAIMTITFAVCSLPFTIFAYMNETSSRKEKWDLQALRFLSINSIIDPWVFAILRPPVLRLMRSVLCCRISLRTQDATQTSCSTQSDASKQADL
# zVAD death inh = inhibitors of zVAD-triggered necroptosis, primary screen, L929 cells; L929 zVAD necroptosis rescue, ATP luminescence, 24 h; with zVAD 60 µM; AID 1377, 2008; viability rescue, % at 10 µM; 220,000 compounds, 0.38% hits;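 active means activation, scaled between plate controls, above about 75%, limit read from the data; inactive means activation under that limit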;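 further: 0% = zVAD with DMSO and 100% = DMSO alone without zVAD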
# PPC-1+TRAIL kill = compounds killing PPC-1 cancer cells with TRAIL present, primary screen, TRAIL potentiator project, ATPLite luminescence, uHTS | PPC-1 cells + TRAIL, ATPLite viability luminescence | cell killing (% activity), % at 4 µM | 220,000 compounds, 0.41% hits;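 active means cell killing above 50% in the first pass at 4 µM, then a duplicate retest at 5 µM averaging 50% or more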;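 further: plate controls were cells with TRAIL plus DMSO for no effect and medium-only wells lacking cells for full effect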
# Tb hexokinase = Trypanosoma brucei hexokinase 1 inhibitors, primary screen, biochemical, G6PDH-coupled NADH absorbance, MLSCN library; AID 1430, 2008; recombinant TbHK1, G6PDH-coupled NADH A340; inhibition, % at 10 µM; 220,000 compounds, 0.11% hits; hexokinase 1 [Trypanosoma brucei];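 active means inhibition of 50% or more in the single-dose primary screen; inactive means inhibition below 50%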
# An asterisk follows results filed as active; x = not tested or not shown; & = joins results of further samples. The list is partial (hit frequency here may not be typical).
SMILES,FXIIa inh 1536,FXIa inh 1536,CHOP inh,Wee1 degr inh,TNF death inh,EP2 antag,zVAD death inh,PPC-1+TRAIL kill,Tb hexokinase
CC(C)C(OC(=O)c1cccs1)C(=O)NCc1ccccc1 (stereo not given),-2,-6,2,1,2.9,3,0.4,-2,-10
COc1ccc(N=C2SC(C(=O)N3CCN(c4ccc([N+](=O)[O-])cc4)CC3)CC(=O)N2C)cc1 (stereo not given),5,1,30,6,-1.5,17,-0.5,35,-13
O=C1c2ccccc2C(=O)N1CCCCSc1nc2ccccc2c(=O)n1CCCN1CCOCC1,8,3,12,-1,2.5,8,-2.6,-12,-3
CCC(C)(C)NC(=O)C(c1ccc(C)cc1)N(CCN1CCOCC1)C(=O)CNC(=O)c1cccs1 (stereo not given),7,-2,4,1,1.0,7,-0.3,5,-6
O=C(Nc1ccccc1Cl)ON=C1c2ccccc2-c2ccccc21,12,2,-7,-1,-3.1,6,1.6,11,-4
COc1ccccc1CNC(=S)NCCc1ccccc1,11,0,10,2,-0.4,3,-0.7,10,1
Cc1ccccc1/C=C1\OC(=O)c2ccccc21,14,1,87*,-1,-4.8,8,0.0,5,-8
CC(C)CN(C(=O)CSc1nnnn1-c1ccccc1)c1c(N)n(CC(C)C)c(=O)[nH]c1=O,8,-1,-9,0,-0.5,5,1.7,0,2
NC(=O)CNC(=O)[C@@H]1CC2(CC(c3cccc(Br)c3)=NO2)CN1C(=O)c1ccc(Br)cc1 (stereo not given in full),18,6,-1,-3,-2.5,9,-0.5,20,-7
CN1CCN(C(=O)c2cc3nc(-c4ccco4)cc(C(F)(F)F)n3n2)CC1,11,0,23,3,-0.9,8&4,7.8,-1,-13
CC1CCN(Cc2ccc(-c3nnn(CC(=O)Nc4ccccc4Cl)n3)cc2)CC1,3,-6,5,3,3.2,8,-1.5,13,10
Cn1ccnc1SCC(=O)Nc1ccc2c(c1)OCO2,3,-5,-5,2,1.0,6,-1.0,19,8
Cc1ccc(S(=O)(=O)/N=C(/c2ccc(F)cc2)N2CCCC2)cc1,0,-6,14,3,-0.2,1,1.3,10,2
Cc1onc(-c2ccccc2)c1C(=O)Nc1ccon1,12,3,3,1,0.5,9,-0.7,9,6
Cc1cccc(NC(=S)NNC(=O)Cc2ccccc2)c1,9,2,8,-3,0.6,6,-0.1,-4,11
Cc1ccc(NC(=O)CN2C(=O)C(C)Oc3ccccc32)nc1 (stereo not given),12,-5,19,-1,0.3,3,-0.1,-7,0
O=C(N/N=C/c1cccc(Oc2ccc([N+](=O)[O-])cc2[N+](=O)[O-])c1)c1cncc(Br)c1,18,3,28,-2,1.6,x,0.0,15,0
COc1ccccc1NC(=S)N1CCC(C(=O)c2ccc(F)cc2)CC1,-2,7,12,0,-0.2,11&7,1.0,-6,-7
COc1cc(OC)c(/C=N/NC(=O)COc2cccc3cccnc23)c(OC)c1,5,-2,12,3,-0.8,10,0.2,1,-5
CC(Sc1ccc2ccccc2n1)C(=O)O (stereo not given),14&7,0&-2,28&9,2&0,-1.1&-1.0,x,-0.5&0.1,-19&-4,-17&-14
O=C(c1ccccc1F)N1CCN(c2ccc([N+](=O)[O-])c3ncccc23)CC1,-4,-7,26,4,2.1,3,0.8,22,-15
CCOC(=O)c1cnn(-c2ccccc2)c1-n1cccc1C(=O)C(=O)Nc1ccc(OC)cc1,16,3,24,1,-4.4,9,-0.1,-2,1
Cc1cccnc1NC(=O)Cn1nc(C)c([N+](=O)[O-])c1C,27,23,-7,0,0.1,12,1.1,9,-4
O=C(/C=C/c1ccc(Cl)cc1)Nc1ccc(N2CCOCC2)cc1,-2,-5,52,-3,-1.1,9,4.2,41,-8
COc1ccc(/C=N/n2cncn2)cc1Cn1nc(C)c([N+](=O)[O-])c1C,0,2,8,-1,3.5,5,1.7,1,-13
# Continuation.
SMILES,FXIIa inh 1536,FXIa inh 1536,CHOP inh,Wee1 degr inh,TNF death inh,EP2 antag,zVAD death inh,PPC-1+TRAIL kill,Tb hexokinase
CN(Cc1cn[nH]c1-c1ccc(-c2ccccc2)cc1)CC1CCOCC1,8,14,-13,-1,3.1,6,0.4,6,-3
Cc1cc(C)c2nc(SCC(=O)NC(=O)c3cccn3C)cc(C)c2c1,-3,-5,-20,-2,2.0,6,1.4,-2,-5
O=C(NCc1ccc(Cl)cc1)C(=O)N/N=C/c1ccc(Br)cc1,3,2,1,-3,-1.8,9,-0.7,11,-3
Oc1c(Br)cc(Br)cc1CNc1ccccn1,7,3,28,0,0.2,4,0.3,1,-6
COc1ccc(/C=N/NC(=S)Nc2c(C)n(C)n(-c3ccccc3)c2=O)cc1OC,4,4,12,-1,8.8,9,1.6,-16,-126
CCc1cccc(CC)c1NC(=O)c1ccccc1,11,-1,-10,0,-0.8,7,1.1,9,4
Nc1ccc(Nc2ccc([N+](=O)[O-])cc2[N+](=O)[O-])cc1,6,-2,15,0,-1.7,7,0.7,40,-13
Cn1c(=O)cc(SCC(=O)N2CCN(c3ccccc3)CC2)c2ccccc21,18,2,25,0,-2.6,17,-0.2,-36,-3
COc1ccc(S(=O)(=O)N2CCCCCC2)cc1NC(=O)c1c2c(nc3ccccc13)CCN(Cc1ccccc1)C2,4,5,10,2,3.4,2,0.6,-11,-8
Cc1[nH]nc(-c2ccc(O)c(C)c2O)c1-c1cnn(-c2ccccc2)c1,10,-2,58,6,-1.0,2,0.2,-6,5
CCCCNC(=O)N1CCN(Cc2cccc(F)c2)CC1,14,3,14,-1,-0.4,5,-0.1,-10,-10
COc1cc(-c2nc(Cc3ccccc3Cl)no2)cc(OC)c1OC,11,-2,11,-1,1.6,6,-0.1,-3,2
COc1ccccc1NC(=O)N1CCCC1C(=O)NC12CC3CC(CC(C3)C1)C2 (stereo not given),19,1,9,-1,-0.2,5,0.1,38,6
CCOC(=O)c1c(-c2ccc(C)cc2)cn2ccccc12,-12,-3,-1,-1,-4.2,8,-0.3,35,-7
CNn1cnc2ccsc2c1=O,21,24,-2,-1,1.3,11,0.6,12,1
Cc1ccc(-c2[nH]nc3c2C(c2ccsc2)C(C#N)=C(N)O3)cc1 (stereo not given),-3,-6,27,2,-4.8,5,-0.8,-24,5
O=C(OCCN=C1NS(=O)(=O)c2ccccc21)c1ccncc1,2,-3,39,3,0.7,12,-0.8,2,1
O=C(O)CCn1cc(/C=N/O)c(-c2cccc([N+](=O)[O-])c2)n1,17,8,-7,1,-0.1,4,-0.6,24,7
COc1ccc(/C=C/C(=O)C2C(=O)C=C(C)OC2=O)cc1O (stereo not given),4,-3,19,0,-6.8,6,4.6,25,-25
O=C(Cn1c(C(F)(F)F)nc2ccccc21)Nc1ccccc1C(=O)O,4,3,27,0,0.3,6,2.6,-7,-5
C/C=C/c1c(F)c(F)c(Oc2ccc(C(=O)O)cc2)c(F)c1F,18,12,21,-3,0.6,5,-0.9,20,0
CC1(C)C(=O)Nc2ccccc2N1C(=O)CN1C(=O)C(=O)N(C2CCCC2)C1=O,9,-1,18,0,1.2,6,0.7,11,-6
CC(/C=N/NC(=O)c1c(Br)cnn1C)=C\c1ccccc1,4,-2,15,1,1.7,7,1.0,15,-25
N#C/C(=C\c1ccc(-c2cccc([N+](=O)[O-])c2)o1)C(=O)N1CCOCC1,12,1,-18,-3,-0.2,10,0.7,7,-20
C=CCc1ccc(OCC(O)COc2ccc(CC=C)cc2OC)c(OC)c1,10,3,60,1,-2.1,21,0.3,4,-9
# The list continues:
SMILES,FXIIa inh 1536,FXIa inh 1536,CHOP inh,Wee1 degr inh,TNF death inh,EP2 antag,zVAD death inh,PPC-1+TRAIL kill,Tb hexokinase
COc1ccc(NC(=O)CCCSc2ccccc2)cc1,9,-2,12,0,0.6,7,0.0,39,-2
O=C(CSc1nnc2ccccn12)NCc1ccco1,4,-3,-3,-3,0.3,3,0.1,12,-1
CCOc1cc(CNc2ccc(CNc3ncn[nH]3)cc2)ccc1OCc1ccccc1,7,-3,26,3,-5.7,4,-0.4,-4,3
COc1ccc(N2C(=O)c3ccccc3C2=O)cc1,8,-2,0,-4,-0.2,6,1.2,x,0
O=[N+]([O-])c1nn(-c2ccc3c(c2)OCCO3)n(O)c1=NC1CCN(Cc2ccccc2)CC1,11,-1,22,-2,-1.8,0,5.2,17,-19
S=C(NCCc1ccccc1)Nc1ccc(Br)cn1,30,40*,-24,-2,-2.0,6,-1.0,8,8
CCC1(CC)C(=O)N(C)C(=O)NC1=Nc1ccccc1,9,-8,33,2,-2.4,7,0.0,-6,3
CCN(CC)CCCNC(=O)CC1Oc2ccc(C)cc2NC1=O (stereo not given),8,-1,18,0,-1.2,4,1.0,2,-2
O=C(c1ccccc1C(=O)N1CCN(c2ccc(F)cc2)CC1)N1CCN(c2ccc(F)cc2)CC1,-10,-2,42,0,-0.1,6,-0.6,5,4
Cc1ccc(OCC(=O)NNC(=O)C2CCN(c3nccc(C)n3)CC2)cc1,9,-22,-13,-3,-2.6,0,-0.4,-2,-5
Cc1cc(OCC(=O)NC(C)C)cc(C)c1Br,14,14,14,0,0.8,10,0.3,37,4
CCN(CC)S(=O)(=O)c1ccc(OC)c(-n2cnnn2)c1,6,-2,24,0,-0.2,12,0.8,15,-2
CC(C)=C1SC(N2CCN(c3ccc(C)cc3)CC2)=NC1=O,13,10,-2,1,-2.5,21,-0.8,2,3
O=C(NCCC1=CCCCC1)c1cnsn1,11,-3,13,3,-0.5,3,0.7,23,5
COc1ccc(CCNC(=O)/C=C\c2ccccc2)cc1OC,10,7,5,-3,0.4,8,0.3,16,1
CC(C)c1ccc(NC(=S)N2CCCC(c3ccc(F)cc3)=N2)cc1,7,1,29,0,1.8,13,-1.2,-4,-21
CC(C)c1ccc(NC(=O)CSC(C)c2nc3ccccc3c(=O)[nH]2)cc1 (stereo not given),4,-1,45,2,2.3,7,1.4,28,-3
O=C(N1CCOCC1)N(Cc1cccs1)C1CCCC1,18,-1,4,0,-0.9,12,-0.2,19,2
CC(C)N=C1SCC(C)(/C=N/O)S1 (stereo not given),18,6,-16,1,-1.7,8,0.2,4,-4
COCCN1C(=S)NC(c2cccc(C(F)(F)F)c2)C(C(=O)N2CCOCC2)=C1C (stereo not given),-5,0,9,5,-0.5,9,-0.3,4,0
CCSc1nc2c(c(=O)[nH]1)C(c1ccccn1)C1=C(CC(C)(C)CC1=O)N2 (stereo not given),-1,-8,37,-1,-0.6,8,3.2,11,-11
O=C(O)C1CC=CCC1C(=O)c1ccccc1 (stereo not given),12,-2,4,0,1.1,3,0.9,39,-6

# Full records, looked up by structure. Screens in order: FXIIa inh 1536 | FXIa inh 1536 | CHOP inh | Wee1 degr inh | TNF death inh | EP2 antag | zVAD death inh | PPC-1+TRAIL kill | Tb hexokinase
# Entry for `Cc1ccc(S(=O)(=O)/N=C(/c2ccc(F)cc2)N2CCCC2)cc1` → 0 | -6 | 14 | 3 | -0.2 | 1 | 1.3 | 10 | 2
# Entry for `O=C(c1ccccc1F)N1CCN(c2ccc([N+](=O)[O-])c3ncccc23)CC1` → -4 | -7 | 26 | 4 | 2.1 | 3 | 0.8 | 22 | -15
